RXFP1 antagonist – qHTS Assay for Antagonists of the Relaxin Receptor RXFP1; Relaxin receptor 1 (Homo sapiens), Q9HBX9; HEK293-RXFP1, relaxin-stimulated cAMP HTRF, 30 min; active compounds read low; activity change, negative = inhibition, % at 57.5 µM; 350,000 compounds, 0.59% hits;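 active means activity change of -60% or lower, but not beyond a set lower limit; inconclusive means change between -60% and -40%, or beyond the set limit; inactive means change above -40%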; further: on the % scale 0 is the no-effect control and ±100 the full control effect
Anesthetic bind – qHTS Assay for Identification of Novel General Anesthetics; Ferritin light chain (Equus caballus), P02791; apoferritin/1-aminoanthracene competitive binding, fluorescence; Potency, µM (titrated, usually from 77.5 µM), without a hit: at the highest dose activity change, negative = displacement, actives largely listed as inhibitors; 350,000 compounds, 0.074% hits; further: potency means the concentration at half of the fitted maximal effect; on the % scale 0 is the no-effect control and ±100 the full control effect; nearly all actives have a fitted effect of over 20% in size
Target sequence (P02791 2-175 limits assumed): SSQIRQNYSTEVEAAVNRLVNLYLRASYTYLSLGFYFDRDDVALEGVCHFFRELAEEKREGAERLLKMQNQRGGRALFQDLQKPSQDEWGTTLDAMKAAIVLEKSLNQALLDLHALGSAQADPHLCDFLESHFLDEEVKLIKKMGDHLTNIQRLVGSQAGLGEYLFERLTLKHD
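Horse-spleen apoferritin (10 uM) was mixed with 50% saturated 1-aminoanthracene in PBS, exposed to compounds for 10 min at room temperature, and read for fluorescence (ex 380 nm, em 535 nm). Competitive displacement was fitted with a four-parameter Hill equation.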
TRHR agonist – qHTS for Small Molecule Agonists and Allosteric Enhancers of Human TRH Receptor: Primary Screen for Agonists | Thyrotropin-releasing hormone receptor (Homo sapiens), P34981 | activation, % at 2 µM | TRHR cells, calcium flux fluo-8, FDSS agonist mode | 360,000 compounds, 0.18% hits; in the data active means activation above about 30%; further: 0% is about no effect
Target sequence (P34981 whole entry, looked up): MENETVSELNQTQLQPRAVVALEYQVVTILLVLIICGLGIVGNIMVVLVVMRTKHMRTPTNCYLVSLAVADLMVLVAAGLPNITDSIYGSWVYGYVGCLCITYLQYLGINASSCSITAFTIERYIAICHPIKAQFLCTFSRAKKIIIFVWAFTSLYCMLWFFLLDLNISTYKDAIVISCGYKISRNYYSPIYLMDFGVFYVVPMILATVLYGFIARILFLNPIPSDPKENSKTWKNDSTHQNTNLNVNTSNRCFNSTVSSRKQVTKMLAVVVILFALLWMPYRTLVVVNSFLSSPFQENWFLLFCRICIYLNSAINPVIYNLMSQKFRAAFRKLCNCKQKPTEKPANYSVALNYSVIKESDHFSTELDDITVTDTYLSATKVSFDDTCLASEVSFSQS
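In this calcium-flux screen, cells bearing human TRHR are dye-loaded with fluo-8, baselined for 10 cycles, then exposed to library compounds; positive kinetic calcium responses during the agonist phase mark hits, with TRH as control.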
D1 ag – Allosteric Agonists of the Human D1 Dopamine Receptor: qHTS; HEK293 T-REx D1 cells, calcium flux, agonist mode; activation, % at 2 µM; 360,000 compounds, 1% hits; AID 504660, 2011; in the data active means activation above about 30%; further: 0% is about no effect
Target sequence (P21728 whole entry, looked up): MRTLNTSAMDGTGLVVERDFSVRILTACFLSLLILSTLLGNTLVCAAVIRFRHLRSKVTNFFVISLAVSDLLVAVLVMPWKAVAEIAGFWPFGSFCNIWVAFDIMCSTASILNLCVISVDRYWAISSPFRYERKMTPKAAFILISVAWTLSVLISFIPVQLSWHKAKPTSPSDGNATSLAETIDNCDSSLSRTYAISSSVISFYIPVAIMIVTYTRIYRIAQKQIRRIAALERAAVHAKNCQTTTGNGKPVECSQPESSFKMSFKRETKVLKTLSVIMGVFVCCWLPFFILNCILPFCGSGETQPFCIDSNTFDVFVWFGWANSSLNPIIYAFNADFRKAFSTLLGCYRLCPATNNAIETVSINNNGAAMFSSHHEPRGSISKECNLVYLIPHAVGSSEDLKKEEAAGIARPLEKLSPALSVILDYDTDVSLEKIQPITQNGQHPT
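Tetracycline-induced HEK293 TREx D1 cells, force-coupled to calcium signalling, were dye-loaded with a no-wash calcium kit. Compound was pin-added after a 10 s baseline. Fluorescence was read kinetically at 1 cycle/s for 180 s, with calcium rises flagged as agonism.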
TRHR enhancer – qHTS for Small Molecule Agonists and Allosteric Enhancers of Human TRH Receptor: Primary Screen for Enhancers. Thyrotropin-releasing hormone receptor (Homo sapiens), P34981. TRHR cells, fluo-8 calcium fluorescence, EC20 TRH enhancement. enhancement, % at 2 µM. 360,000 compounds, 0.66% hits. AID 493056, 2011; in the data active means enhancement above about 30%; further: 0% is about no effect
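Enhancer read-out: after compound pinning and an initial kinetic agonist-mode read, an EC20 of TRH (10 nM final) was injected and fluo-8 calcium signal (Ex 480/Em 530) followed at 1 s/cycle for 100 cycles in TRHR-expressing cells.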
D2 PAM – HTS Assay for Positive Allosteric Modulators of the Human D2 Dopamine Receptor: Primary Screen for Potentiators; HEK293 T-REx D2, calcium flux, EC20 dopamine potentiation; potentiation, % at 10 µM; 340,000 compounds, 0.34% hits;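 active means potentiation over 3 SD above the plate norm, cut at about 30% in these data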; further: 0% is about no effect
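Potentiation of an EC20 dopamine calcium response is measured in a force-coupled, tetracycline-inducible Hek293 Trex D2 line. Compound-only kinetic reads over 180 s flag agonists before dopamine addition.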
D1 antag – Antagonist of Human D 1 Dopamine Receptor: qHTS | HEK293 TREx D1 cells, calcium flux, dopamine EC80; active compounds read low | 360,000 compounds, 3.2% hits | AID 504652, 2011 | activity change, negative = inhibition, % at 10 µM; in the data active means activity change below about -30%; further: on the % scale 0 is the no-effect control and ±100 the full control effect
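After overnight tetracycline induction at 30 C, force-coupled D1 HEK293 cells took up a no-wash calcium dye at room temperature. Compounds were added and monitored 180 s, and the response to EC80 dopamine was then recorded.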
D1 PAM – Potentiators of Human D1 Dopamine Receptor: qHTS. 360,000 compounds, 0.036% hits. potentiation, % at 10 µM. D(1A) dopamine receptor (Homo sapiens), P21728. HEK293 TREx D1 cells, calcium flux, dopamine EC20 potentiation; in the data active means potentiation above about 30%; further: 0% is about no effect
RXFP1 ag – qHTS Assay for Agonists of the Relaxin Receptor RXFP1 | HEK293T-RXFP1 cAMP TR-FRET, 30 min; response scale: percent of porcine relaxin response, buffer zero | Potency, µM (doses to about 57.5 µM), without a hit: top-dose activation, actives largely listed as activators | 370,000 compounds, 0.3% hits | AID 2676, 2010; further: potency means the concentration at half of the fitted maximal effect; on the % scale 0 is the no-effect control and ±100 the full control effect; nearly all actives have a fitted effect of over 60% in size; many of its hits are not listed in these tables
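HEK293T cells stably expressing RXFP1 were pretreated with the PDE4 inhibitor Ro 20174, exposed to compounds for 30 min at 37C, lysed, and cAMP was read by TR-FRET. Data normalized to buffer (basal) and 29 nM porcine relaxin (100%).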
Starred values were filed as active, the others as inactive; ? = inconclusive; . = not tested or not shown; [ ] = remark or other dose. Unless noted, the call rests on the fitted dose curve; in most records, active means well fitted curve in the direction sought with a large enough effect; inconclusive means small, poorly fitted or top-dose-only effect, or another doubt; inactive means no such curve, though single readings can be large; an effect the other way counts as inactive or inconclusive. This is a subset; count on the stated rates, not on these rows.

SMILES | RXFP1 antagonist | Anesthetic bind | TRHR agonist | D1 ag | TRHR enhancer | D2 PAM | D1 antag | D1 PAM | RXFP1 ag
O=C(NCc1ccc(OC(F)(F)F)cc1)C1CCC(=O)N(C2CC2)C1 (stereo not drawn) | -5 | -7% | 0.4 | 1 | 4 | -10 | 7 | 2 | 0.4%
COc1ccccc1CNC(=O)CCC(=O)Nc1nnc(C)s1 | -6 | -7% | 0.4 | 1 | 1 | 8 | -6 | -9 | 2.0%
Cc1ccc(-c2nc(Cn3c(=O)cc(-c4ccccc4)c4c(C)nn(C)c43)c(C)o2)cc1 | -4 | 2% | 0.3 | 1 | 1 | 2 | 12 | -7 | 0.2%
COc1cc(CCC(=O)OCC(=O)Nc2c(F)cccc2F)cc(OC)c1OC | -11 | 1% | -0.1 | 3 | -3 | 14 | -6 | -10 | 0.7%
CCC(=O)Oc1ccc2ccccc2c1CNC(=O)c1ccccc1 | 3 | -9% | -1.6 | 2 | 6 | 3 | -40* | 5 | 0.9%
Cc1ccc(S(=O)(=O)N2CCOCC2)cc1C(=O)Nc1cc(Cl)ccc1N1CCOCC1 | -12 | . | 0.7 | 0 | -6 | 13 | -15 | -3 | 1.2%
CCCCN(CCCC)CCNC(=O)CSCc1ccc(C)cc1 | -19 | -8% | -0.5 | 8 | -7 | -9 | 11 | 5 | -2.5%
NC(=O)COC(=O)CC(c1ccccc1)c1ccccc1 | -17 | -2% | -0.2 | 2 | 2 | -1 | -1 | -1 | -3.5%
Cc1cccc(CSc2nc3ccncc3n2CC(=O)Nc2cc(C)cc(C)c2)c1 | -3 | -18% | 0.9 | -1 | -3 | 6 | -18 | 2 | 3.5%
CC(C)c1ccc(CNc2nc(-c3ccco3)nn2S(=O)(=O)c2ccc3ccccc3c2)cc1 | -6 | -17% | -1.2 | 6 | 1 | 14 | 9 | -1 | -1.2%
CCCNC(=O)C1CCC(Cn2c(=O)c3sccc3n(CC(=O)NCc3cccc(OC)c3OC)c2=O)CC1 (stereo not drawn) | . | 37%[activator] | -2.5 | -2 | 12 | 0 | -9 | 1 | 22µM*
COc1ccc(C(=O)/C(=C\N(C)C)n2nc(C)cc2C)cc1 | 7 | -8% | 1.0 | -1 | 3 | 10 | -16 | 1 | -2.4%
COc1ccccc1N1CCN(C(=O)C(CC(C)C)NC(=O)C2CCCCC2)CC1 (stereo not drawn) | 0 | 1% | -0.7 | 1 | 0 | . | 9 | 1 | 1.6%
O=C(Nc1ccncc1)Nc1cccc(Cl)c1 | -2 | -9% | 0.7 | 13 | 6 | -14 | -23 | -15 | -0.1%
CN(Cc1ccccc1)S(=O)(=O)c1cccc(C(=O)O)c1 | -21 | -1% | -0.1 | 2 | -3 | 2 | -19 | -3 | -0.7%
COc1ccc(CN=C2NC(=O)CC(C(=O)Nc3ccccc3C)S2)cc1 (stereo not drawn) | -3 | 2% | -0.7 | 4 | 19 | 0 | 5 | 9 | -0.5%
C/C(=N\NC(=O)Cc1cccn1C)c1ccc2ccccc2c1 | 7 | -16% | 0.3 | 2 | 6 | -6 | -36* | -8 | -1.3%
Cc1ccc(N(CC(=O)NCc2ccco2)C(=O)CCC(=O)Nc2nccs2)cc1C | -14 | -12% | 1.5 | 0 | 2 | . | 2 | -10 | -0.5%
COc1ccc(C2CC(c3cccs3)=Nc3ccccc3S2)cc1OC (stereo not drawn) | -1 | -16% | 0.3 | -2 | 3 | 20 | 6 | -9 | 1.5%
Cc1c(NC(=O)CC(C)C)c(=O)n(-c2ccccc2)n1C | -1 | 2% | 0.0 | 4 | -3 | 7 | 3 | -3 | 0.8%
COc1ccc(NC(=O)N2CCCC2C(=O)NCc2cccs2)cc1 (stereo not drawn) | 14 | -7% | 0.5 | 1 | 3 | 4 | 3 | 1 | -0.3%
Cc1cc2oc(C(=O)Nc3ccc(S(=O)(=O)Nc4ncccn4)cc3)cc(=O)c2cc1C | -3 | 5% | -1.1 | 2 | 2 | 16 | -29 | -1 | -0.1%
Cc1cccc(C)c1NC(=O)c1cc(-c2ccccn2)nc2ccccc12 | -8 | -6% | 0.2 | -1 | 8 | 2 | -6 | -1 | 0.8%
CCCCCCC(=O)Nc1nc(C)c(-c2csc(Nc3cccc(OC)c3)n2)s1 | . | ? | 0.2 | 3 | 3 | -8 | 0 | -7 | -1.5%
O=C(C1=C[C@@H](c2ccc(C(F)(F)F)cc2)C[C@@H](OCCCCO)O1)N1CCOCC1 | . | -12% | 0.0 | -3 | -5 | 6 | 15 | -3 | 0.1%
Cc1cc(C)cc(NC(=O)c2cc3c(=O)n4ccccc4nc3s2)c1 | -7 | -8% | -0.9 | 0 | 4 | -3 | 2 | -6 | 17%
C/C=C/c1ccc(OCC(O)CN(C)Cc2ccc(SC)cc2)c(OC)c1 (stereo not drawn) | 0 | -7% | -0.4 | 8 | 10 | -8 | 11 | -4 | 0.6%
Cc1ccc(Sc2cnc(N)nc2C)cc1 | -13 | -9% | -1.6 | 4 | 1 | -6 | -5 | -4 | 2.0%
CCc1ccccc1Nc1nc(N)nc(COC(=O)c2c(C)noc2C)n1 | 2 | . | 0.1 | 3 | -3 | -4 | 17 | . | -0.1%
Cc1nc([N+](=O)[O-])c(C(=O)OCc2ccc(C#N)cc2)n1C | -9 | -8% | -1.0 | 3 | -4 | 4 | -16 | -9 | 2.4%
O=C(CN1C2=NCCN2c2ccccc21)c1cccs1 | -6 | 6% | -0.7 | 2 | -5 | -11 | -20 | -8 | 0.8%
Cc1ccc(NS(=O)(=O)c2ccc(Cl)c(C(=O)Nc3ccccc3-c3nc4ccccc4[nH]3)c2)cc1C | -18 | 1% | 0.3 | 7 | -2 | 5 | -12 | -5 | 1.0%
O=C(Cn1nc(C(F)(F)F)c2c1CCCC2)Nc1cccc(Cl)c1 | -32 | -12% | 1.1 | 14 | 2 | 1 | -14 | -5 | 2.1%
Cn1c(C(=O)NCCN2CCCCCC2)cc2c(=O)n(C)c3ccccc3c21 | . | -12% | 0.1 | 3 | 5 | 9 | 3 | -1 | 3.0%
Cc1nc(-c2ccccc2)sc1C(=O)CSc1ccccc1 | -6 | -14% | -0.2 | 6 | 1 | 4 | 10 | -2 | 1.7%
COc1cc(OC)cc(-n2nc(C(=O)N3CC(C)CC(C)C3)c3ccccc3c2=O)c1 (stereo not drawn) | 13 | -7% | -1.5 | 1 | 4 | -2 | -4 | 3 | -1.5%
CCCCOc1ccc(C)cc1CN(CCO)CCO | 0 | -6% | -0.1 | 6 | -3 | -11 | 13 | -3 | 2.5%
c1ccc(-c2cccc(-c3ccccn3)n2)nc1 | 37 | -1% | -0.6 | 2 | 1 | -1 | -5 | -7 | -1.2%
COc1cc(NC(=O)NCc2ccncc2)cc(OC)c1OC | -2 | -8% | 0.1 | 2 | -1 | . | 4 | -1 | 1.1%
O=C1C=C(O)c2c(O)cccc2C1=O | . | 4% | -0.7 | 2 | 1 | -2 | 6 | -6 | -1.2%
N#C/C(=C/c1cccc([N+](=O)[O-])c1)c1nnc2n1CCCCC2 | 0 | -6% | -0.6 | 1 | -10 | -8 | 6 | 0 | -0.9%
CCCCn1c(N)c(N(Cc2ccccc2OC)C(=O)c2sccc2C)c(=O)[nH]c1=O | 1 | . | -0.6 | 2 | 9 | -1 | 21 | 2 | 0.3%
COCCNc1ncnc2c1nc1n2CCCC1 | -7 | -1% | 0.4 | 1 | 2 | -6 | 6 | -6 | 3.6%
O=C(N/N=C/c1ccncc1)c1cc2ccccc2o1 | 2 | -11% | 0.5 | 0 | -1 | -5 | -11 | 0 | 5.3%
Cc1ccc(/C=N/n2c(-c3ccco3)n[nH]c2=S)cc1 | -15 | -2% | -0.3 | 6 | -6 | 3 | 5 | -4 | -1.8%

Compounds shown so far that have fluorine (4):
SMILES | RXFP1 antagonist | Anesthetic bind | TRHR agonist | D1 ag | TRHR enhancer | D2 PAM | D1 antag | D1 PAM | RXFP1 ag
O=C(NCc1ccc(OC(F)(F)F)cc1)C1CCC(=O)N(C2CC2)C1 (stereo not drawn) | -5 | -7% | 0.4 | 1 | 4 | -10 | 7 | 2 | 0.4%
COc1cc(CCC(=O)OCC(=O)Nc2c(F)cccc2F)cc(OC)c1OC | -11 | 1% | -0.1 | 3 | -3 | 14 | -6 | -10 | 0.7%
O=C(C1=C[C@@H](c2ccc(C(F)(F)F)cc2)C[C@@H](OCCCCO)O1)N1CCOCC1 | . | -12% | 0.0 | -3 | -5 | 6 | 15 | -3 | 0.1%
O=C(Cn1nc(C(F)(F)F)c2c1CCCC2)Nc1cccc(Cl)c1 | -32 | -12% | 1.1 | 14 | 2 | 1 | -14 | -5 | 2.1%

Next results follow.
SMILES | RXFP1 antagonist | Anesthetic bind | TRHR agonist | D1 ag | TRHR enhancer | D2 PAM | D1 antag | D1 PAM | RXFP1 ag
Cc1ccccc1NC(=O)Cn1c(=O)n(Cc2ccccc2)c(=O)c2sc3ccccc3c21 | . | -10% | 1.0 | -1 | 0 | 15 | -37* | 1 | 0.0%
C=CCN1C(=O)N(c2ccc(F)cc2)C(=O)C1CC(=O)Nc1ccc(Cl)cc1 (stereo not drawn) | -8 | -9% | 0.7 | 3 | 13 | . | 12 | -3 | -0.3%
COc1ccc(/C=N/NC(=O)c2cccc(C(F)(F)F)c2)cc1 | -6 | -10% | 0.0 | 3 | 2 | -10 | 22 | 2 | 0.7%
CC(C)NCCOc1cccc(Br)c1 | 6 | -5% | 0.7 | 3 | -3 | -15 | 13 | -5 | 0.8%
COc1cc2c(cc1OC)CN(C(=O)c1ccc(Br)o1)CC2 | 8 | -9% | -0.6 | 1 | 2 | 9 | 9 | -1 | 1.3%
CNC(=O)COC(=O)c1cccnc1SC | -7 | -8% | 0.1 | 4 | 10 | -3 | -11 | -5 | -0.1%
O=C(CN1C(=O)c2ccccc2C1=O)NC1CCC(O)CC1 (stereo not drawn) | 6 | . | 0.3 | 8 | 0 | -9 | 11 | . | 2.8%
Cc1cc(=O)oc2cc(OCC(=O)NCc3ccncc3)ccc12 | 36 | -7% | 0.0 | 4 | -16 | -5 | -14 | -6 | 4.9%

Screening results (PubChem)
